Screening data (PubChem BioAssay)
BAZ2B inh = inhibitors of human BAZ2B bromodomain | AlphaScreen BAZ2B-H3K14Ac peptide displacement | Potency, µM (highest dose often 114 µM), inactives show top-dose activity change, negative = inhibition, actives largely listed as inhibitors | 360,000 compounds, 4.4% hits; further: on the % scale 0 is the no-effect control and ±100 the full control effect; nearly all actives have a fitted effect of over 60% in size
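AlphaScreen displacement of biotin-H3(5-23)K14Ac peptide (50 nM final) from BAZ2B (50 nM final) in PBS pH 7.4, 0.01% Tween-20; complex preformed 30 min RT, then compounds (top 110 uM) 30 min RT, beads 20 min dark.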
BLM helicase inh = blocks DNA unwinding by human BLM helicase; recombinant BLM DNA unwinding, fluorescence dequenching; 350,000 compounds, 0.2% hits; Potency, µM (series often up to 56.1 µM), inactives show at the top dose activity change, negative = inhibition, hits mostly inhibitors;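 further: plate controls were vehicle for no effect and no enzyme for full effect; nearly all actives have a fitted effect of over 35% in size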
G9a inh = blocks human histone lysine methyltransferase G9a. Q96KQ7. G9a H3K9 monomethylation, AlphaScreen, 2 h. Potency, µM (doses to about 102 µM), without a hit: at the highest dose activity, negative = inhibition, hits mostly inhibitors. 350,000 compounds, 8.8% hits. AID 504332; further: on the % scale 0 is the no-effect control and ±100 the full control effect; nearly all actives have a fitted effect of over 75% in size
Target sequence (Q96KQ7 913-1193 limits assumed): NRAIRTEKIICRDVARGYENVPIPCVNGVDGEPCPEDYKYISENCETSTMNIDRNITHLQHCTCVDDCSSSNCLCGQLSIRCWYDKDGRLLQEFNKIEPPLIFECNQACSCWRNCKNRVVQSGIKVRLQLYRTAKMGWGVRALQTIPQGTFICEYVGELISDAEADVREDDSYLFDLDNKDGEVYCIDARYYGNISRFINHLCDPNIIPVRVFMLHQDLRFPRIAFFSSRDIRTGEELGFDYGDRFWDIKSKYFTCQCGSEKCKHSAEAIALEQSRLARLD
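Signal arises when biotinylated H3K9 peptide, once monomethylated, bridges streptavidin donor and antibody-captured acceptor beads. Enzyme at 20 nM was preincubated 15 min with test compounds; peptide 500 nM and SAM 20 uM then reacted for 2 h.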
Pin1 inh = inhibitors of human Pin1; Pin1 FP peptide displacement, HiFluor488, 10 min; AID 504891; 390,000 compounds, 0.009% hits; Potency, µM (titrated, usually from 115 µM), for inactives: top-dose activity, negative = inhibition, most hits filed as inhibitors; active means well fitted inhibition curve with a large enough effect in the polarisation, with a control signal flat, not every such curve was filed as active; inconclusive means small, poorly fitted or top-dose-only effect, or effect the other way, or a change in a side signal; inactive means no such curve, though single readings can be large or run the other way; the % refers to the polarisation; further: on the % scale 0 is the no-effect control and ±100 the full control effect
Target sequence (Q13526 whole entry, looked up): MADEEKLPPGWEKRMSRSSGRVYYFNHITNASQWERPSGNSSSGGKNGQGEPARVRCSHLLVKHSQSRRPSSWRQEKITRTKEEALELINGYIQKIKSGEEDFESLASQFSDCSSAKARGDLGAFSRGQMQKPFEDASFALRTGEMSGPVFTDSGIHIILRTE
JMJD2A Tudor inh = inhibitors of human JMJD2A Tudor domain | Potency, µM (series often up to 114 µM), inactives show at the top dose activity change, negative = inhibition, hits mostly inhibitors | AlphaScreen JMJD2A-Tudor / H3K4me3 peptide binding | 390,000 compounds, 4.4% hits; further: on the % scale 0 is the no-effect control and ±100 the full control effect; nearly all actives have a fitted effect of over 50% in size
PGK inhibitor = inhibitors of T. brucei phosphoglycerate kinase. P07378. PGK/GAPDH coupled, Kinase-Glo luminescence, 60 min. Potency, µM (highest dose often 57.5 µM), for inactives: at the top dose activity change, negative = inhibition, most hits filed as inhibitors. 380,000 compounds, 0.043% hits. AID 602233; further: on the % scale 0 is the no-effect control and ±100 the full control effect; nearly all actives have a fitted effect of over 60% in size
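Recombinant glycosomal PGK reaction used 1,3-bisphosphoglycerate generated in-well by GAPDH (100nM final) in 100mM TEA pH 7.6, 5mM MgCl2, 0.01% Tween-20. After 60 minutes at room temperature, ATP was read by Kinase-Glo Plus luminescence end-point.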
HP1b binding inh = inhibitors of HP1-beta chromodomain binding to methylated histone tails | P83916 | AlphaScreen HP1-beta / biotin-H3K9me3 peptide binding | Potency, µM (titrated, usually from 114 µM), for the others: at the highest dose activity change, negative = inhibition, hits mostly inhibitors | 390,000 compounds, 0.56% hits | AID 540317; further: nearly all actives have a fitted effect of over 70% in size; inactives centre near 23
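AlphaScreen: HP1-beta (50 nM) preformed 30 min with biotin-H3(1-18)K9me3 peptide (50 nM) in PBS pH 7.4, 0.01% Tween-20. Compound added for 30 min at RT, then streptavidin donor/nickel chelate acceptor beads (10 ug/mL) for 30 min.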
Pol iota inh = blocks human DNA polymerase iota activity; Potency, µM (series often up to 115 µM), for inactives: top-dose activity, negative = inhibition, most hits filed as inhibitors; Q9UNA4; Pol iota fluorescent replication assay, 10 min; 390,000 compounds, 1% hits; AID 588590
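Pol iota at 10 nM preincubated 15 min with compounds at room temperature; reaction started with fluorescent substrate, 50 nM final. Fluorescence read kinetically at 0 and 10 min; buffer-only wells as negative control.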
GLS inh = glutaminase GLS (human) inhibition; GLS enzymatic activity, qHTS titration; Potency, µM (series often up to 45.5 µM), for the others: top-dose activity change, negative = inhibition, actives largely listed as inhibitors; 410,000 compounds, 0.21% hits; AID 624170; further: on the % scale 0 is the no-effect control and ±100 the full control effect
Target sequence (O94925 whole entry, looked up): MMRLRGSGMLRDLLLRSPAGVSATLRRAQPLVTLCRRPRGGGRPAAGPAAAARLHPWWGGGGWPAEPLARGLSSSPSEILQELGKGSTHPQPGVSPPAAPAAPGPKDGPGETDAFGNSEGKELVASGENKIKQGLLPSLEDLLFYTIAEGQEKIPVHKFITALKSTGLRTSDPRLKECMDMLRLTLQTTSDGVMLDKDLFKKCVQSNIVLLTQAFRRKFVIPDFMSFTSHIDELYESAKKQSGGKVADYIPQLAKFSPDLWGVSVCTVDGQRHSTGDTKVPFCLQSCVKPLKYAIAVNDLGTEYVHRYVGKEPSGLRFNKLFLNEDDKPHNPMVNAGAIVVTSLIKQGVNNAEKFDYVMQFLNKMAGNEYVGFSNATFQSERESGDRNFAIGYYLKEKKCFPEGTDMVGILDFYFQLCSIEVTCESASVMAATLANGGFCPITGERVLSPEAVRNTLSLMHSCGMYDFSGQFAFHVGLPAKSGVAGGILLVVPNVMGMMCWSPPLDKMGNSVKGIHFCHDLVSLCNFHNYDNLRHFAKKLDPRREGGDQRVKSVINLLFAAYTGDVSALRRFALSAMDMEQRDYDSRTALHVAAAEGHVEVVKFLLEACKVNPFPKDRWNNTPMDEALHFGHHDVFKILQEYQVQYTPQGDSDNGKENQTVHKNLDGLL
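Glutamate formation by hKGA was monitored fluorometrically using coupled glutamate oxidase, HRP and Amplex Red. Substrate was added as 1 mM L-glutamine solution; incubation was 30 min at RT after an initial read.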
* marks the source's active call; other numbers are inactive results; i = inactive; ? = inconclusive; . = no result given; & = joins results of further samples; [ ] = remark or other dose. Unless noted, the call rests on the fitted dose curve; in most records, active means well fitted curve in the direction sought with a large enough effect; inconclusive means small, poorly fitted or top-dose-only effect, or another doubt; inactive means no such curve, though single readings can be large; an effect the other way counts as inactive or inconclusive. Potency means the concentration at half of the fitted maximal effect.

Each structure is followed by: HP1b binding inh, JMJD2A Tudor inh, Pol iota inh, G9a inh, BLM helicase inh, BAZ2B inh, Pin1 inh, GLS inh, PGK inhibitor
CCOc1ccc(N2C(=O)CC(SC(=NC)Nc3cccc(OC)c3)C2=O)cc1 (stereo not given)
 : 66%[activator], -17%, -6%, 5%, -7%, -16%, -1%, -1%, -2%
CN1Cc2ccccc2N(CC(=O)NCc2ccccc2)C1=O
 : 38%, -22%, 6%, -34%, 0%, -20%, -1%, 12%, -3%
COc1ccc(NC(=O)C(C)N2c3cccc4cccc(c34)S2(=O)=O)cc1 (stereo not given)
 : 35%, -1%, -1%, -2%, -13%, 1%, 4%, 4%, i
CCN(CC(=O)Nc1ccc(OC)cc1)C(=O)CSCC(=O)Nc1ccc(C)cc1
 : 5%, -12%, 13%, 9%[12.7 µM], -28%, -12%, ?, 11%, 0%
CSc1ncc(C(=O)N2CCN(c3cccc(Cl)c3)CC2)c(C)n1
 : 31%, -19%, -13%, -5%[59 µM], -3%, -8%, 4%, 4%, 6%
COc1ccc(CCNC(=O)c2cc(=O)[nH]c3ccc(S(=O)(=O)N4CCCCC4C)cc23)cc1OC (stereo not given)
 : 21%, -25%, -13%, 2%[59 µM], -4%, -19%, -3%, -9%, 10%
Cc1c(C)c(C)c(/C=[N+](/C)[O-])c(C)c1C
 : 8%, -6%, 14%, -30%, 6%, 21%, -4%, -5%, -7%
Cc1nnc2ccc(N3CCCCC3)nn12
 : 32%, 2%, 127%[activator], 10%[2.33 µM], 1%, 1%, 1%, -10%, i
N#Cc1ccc(NC(=O)c2cc(S(=O)(=O)N3CCOCC3)ccc2N2CCCC2)cc1
 : 31%, -3%, 39%[activator], 2%, ., -1%, -16%, 7%, -3%
CN(Cc1ccc(Cl)c(Cl)c1)C(=O)C1=CC=CN2CCS(=O)(=O)N=C12
 : 44%[activator], -14%, -15%, -38%[12.7 µM], ., -1%, 4%, -8%, i
CNC(=O)NC(=O)C(C)OC(=O)c1c(C)noc1C (stereo not given)
 : 13%, 1%, 9%, -31%[59 µM], -1%, 7%, 2%, 1%, -5%
CC(C)CN(C(=O)COC(=O)c1ccc([N+](=O)[O-])o1)C1CCS(=O)(=O)C1 (stereo not given)
 : 17%, -9%, 22%, 3%[59 µM], -1%, -5%, -3%, 2%, -1%
CCOC(=O)Cc1csc(SCc2nc3ccccc3c(=O)[nH]2)n1
 : 33%, 8%, 1%, -19%[59 µM], -1%, -5%, 1%, 2%, -4%
COC(=O)c1nnn(CC(=O)NC(=O)Nc2c(C)cccc2C)c1C(=O)OC
 : 18%&21%, -10%&-3%, -92%&-15%, -1%[59 µM], 2%&-4%, 1%&1%, 1%&-2%, 0%&0%, i
COC(=O)c1ccc(Cl)c(NC(=O)CN(c2ccccc2)S(=O)(=O)c2ccc(OC)cc2)c1
 : 20%, -14%, 1%, 4%, -2%, -1%, 22%, 6%, -9%
Cc1cccc(N(C(=O)c2nsc(Cl)c2Cl)C(C(=O)NC2CCCC2)c2ccc(O)cc2)c1C (stereo not given)
 : -2%, ?, 11%, ?, -11%, -17%, -2%, -1%, 2%
O=C(Nc1cccnc1)OC1CCCC1
 : 15%, -3%, 18%, 18%, -8%, -11%, 5%, 5%, 1%
Cc1onc(-c2ccc(Cl)cc2)c1-c1ccnc(SCC(=O)Nc2cc(Cl)cc(Cl)c2)n1
 : 7%, -9%, 1%, 22%[59 µM], -12%, -1%, 11%, 9%, 8%
CCOC(=O)C1CCN(C(=O)C2(NC(=O)Nc3cccc(F)c3)CCCCC2)CC1
 : 13%, -14%, 62%[activator], 2%, -2%, 3%, 2%, ?, -1%
CCOc1ccc2nc(Cl)c(C3CC(c4ccccc4)=NN3C(=O)CCC(=O)O)cc2c1 (stereo not given)
 : 21%, -30%, -12%, 11%[59 µM], -4%, -6%, ?, 8%, 5%
CN(Cc1ccccc1)C(=O)CN(c1ccc(F)cc1)S(=O)(=O)c1ccc2c(c1)OCCO2
 : 37%, -8%, 8%, 1%[59 µM], -8%, -1%, 12%, 16%, 2%
CCC(OCC(O)CN1CCN(CCN2C(=O)c3cccc4cccc(c34)C2=O)CC1)c1ccccc1 (stereo not given)
 : 20%, -7%, ?, ?, 160%[activator], -13%, 8%, 7%, -5%
COc1ccc(OC)c(CCNC(=O)CC2Oc3ccccc3NC2=O)c1 (stereo not given)
 : 25%, -24%, 21%, ?, 0%, 2%, -12%, 0%, -4%
O=C1C(c2cccc(Br)c2)N(CCc2ccccc2)C(=O)CN1C1CCCCC1 (stereo not given)
 : 25%, -14%, 9%, 10%[59 µM], -2%, -10%, 3%, -14%, 14%
CS(=O)(=O)c1ncc(N(Cc2ccco2)Cc2cccs2)c(C(=O)Nc2ccccc2F)n1
 : 7%, -31%, -7%, ?, -11%, -23%, 27%, -4%, -3%
CCn1nnc(NC(=O)c2ccc(-c3ccc(Cl)cc3)o2)n1
 : 33%, ?, 2%, 45µM*, -5%, -6%, 8%, 4%, -2%
Cc1ccc2nc(Cl)c(C#N)cc2c1
 : 44%, 0%, 179%[activator], 8%, 0%, 4%, -3%, -18%, 2%
COc1ccc(-c2sc3ccccc3c2C#CCO)cc1
 : 77%[activator], -5%, -25%, ., -7%, 5%, -2%, -6%, 0%
Cc1ccccc1C(=O)Nc1ccc2nc(SCCOc3ccccc3)sc2c1
 : 36%[activator], -15%, 0%, 7%[59 µM], -2%, 0%, -5%, -8%, i
CC1=CC(C)(C)Nc2ccc(OC(=O)CN3C(=O)C4CCCCC4C3=O)cc21 (stereo not given)
 : -5%, ?, 46%[activator], 2%[59 µM], -7%, 56µM*, -1%, ?, -9%

3 structures from above, ordered by SMILES length, largest number first.
Each structure is followed by: HP1b binding inh, JMJD2A Tudor inh, Pol iota inh, G9a inh, BLM helicase inh, BAZ2B inh, Pin1 inh, GLS inh, PGK inhibitor
CS(=O)(=O)c1ncc(N(Cc2ccco2)Cc2cccs2)c(C(=O)Nc2ccccc2F)n1
 : 7%, -31%, -7%, ?, -11%, -23%, 27%, -4%, -3%
N#Cc1ccc(NC(=O)c2cc(S(=O)(=O)N3CCOCC3)ccc2N2CCCC2)cc1
 : 31%, -3%, 39%[activator], 2%, ., -1%, -16%, 7%, -3%
O=C(Nc1cccnc1)OC1CCCC1
 : 15%, -3%, 18%, 18%, -8%, -11%, 5%, 5%, 1%

(list continues)
Each structure is followed by: HP1b binding inh, JMJD2A Tudor inh, Pol iota inh, G9a inh, BLM helicase inh, BAZ2B inh, Pin1 inh, GLS inh, PGK inhibitor
O=C(NCCc1nc(-c2ccccc2)no1)c1ccccc1
 : 28%, -4%, ?, ., ., ., 5%, 2%, 2%
COc1ccc(C(=O)Nc2nc3c(s2)CCc2cc(OC)ccc2-3)cc1
 : -12%, -28%, 29%, 6.3µM*, -11%, -22%, -4%, -3%, .
O=C(c1cccc2ccccc12)N1CCN(S(=O)(=O)c2ccccc2)CC1
 : 78%[activator], -18%, -1%, ., ., ., -10%, ., .
CCCOc1ccc(-c2nnc(-c3cccs3)o2)cc1
 : 0%, 5%, -14%, -3%[59 µM], -2%, -6%, -3%, 3%, -2%
COC(=O)c1cc(OC)c(OC)cc1NC(=O)C(C)c1ccc([N+](=O)[O-])cc1 (stereo not given)
 : -4%, -20%, 21%, ?, -5%, -34%, 4%, 0%, -7%
COc1ccccc1N1CCN(c2nc3ccc(C(=O)c4ccccc4)cc3n3c(C)nnc23)CC1
 : 36%, -4%, 24%, ?, -1%, -17%, 3%, 1%, -7%
O=c1c2ccccc2c(C=NCCc2ccccc2)c(O)n1Cc1ccccc1
 : 0%, ?, 12%, -47%[59 µM], -17%, -39%, 30%[activator], 7%, 0%
CC(CC(=O)N1CCN(S(=O)(=O)c2ccc([N+](=O)[O-])cc2)CC1)c1ccccc1 (stereo not given)
 : 11%, -18%, -15%, -4%[2.33 µM], ., 5%, 0%, 5%, 0%
O=C(COC(=O)c1cccc(S(=O)(=O)N2CCCC2)c1)Nc1ccccc1
 : 25%, -14%, 31%[activator], 14%[59 µM], -13%, -11%, 0%, -7%, -1%
O=c1c2c3n(c(=O)nc2[nH]n1-c1ccccc1)CCCCC3
 : 10%, -7%, 8%, -9%[59 µM], -2%, ., -3%, -12%, 3%
Cc1cccc(C)c1OCC(=O)Nc1c(C(=O)c2ccccc2)oc2ccccc12
 : 63%[activator], 37%[activator], 15%, 56%[activator][59 µM], -7%, 24%, -7%, 1%, -3%
O=C(Nc1ccc(N2CCOCC2)c(Cl)c1)c1c(F)c(F)c(F)c(F)c1F
 : 44%, 11%, -13%, -18%[12.7 µM], -9%, 13%, 2%, 0%, -9%
COc1ccc(CNC(=O)CCS(=O)(=O)c2cc3c(cc2Cl)NC(=O)CO3)cc1
 : 40%[activator], -8%, -6%, -3%[59 µM], -3%, -2%, 0%, 0%, -3%
Cn1c2ccccc2c(=O)c2ccc(F)cc21
 : 73%[activator], -1%, -16%&-14%, 9%, 17%, 4%[57.1 µM], 0%, 10%, 3%
COCCn1nnnc1C(c1ccccc1)N1CCN(C(=O)c2ccco2)CC1 (stereo not given)
 : -5%[57 µM], ?, ?, ?, -2%, ?, 5%, -4%, -7%
Cc1ccc(-n2c(-c3ccco3)nc3nc4ccccc4nc32)cc1
 : -7%, ?, -36%, 2%, -5%, 9%, -17%, -2%, .
CN1CCN(Cc2nc3ccccc3c(=O)n2Cc2nc(-c3ccc4ccccc4c3)cs2)CC1
 : ?, ?, ?, ?, 0%, ?, 7%&3%, -16%&-1%, -3%&-4%
CN(C)C(=O)COn1c(SCC(=O)N(C)C)nc2ccccc2c1=O
 : 22%, -6%, 17%, -2%[59 µM], -5%, 14%, -1%, -5%, -2%
COc1ccc(S(=O)(=O)N2CCN(C)CC2)cc1C(=O)Nc1ccccc1
 : 34%, -15%, 24%, ., 1%, -7%, -8%, 12%, -9%
Cc1cc(N2C(=O)C(O)=C(C(=O)c3cc4ccccc4o3)C2c2ccc([N+](=O)[O-])cc2)no1 (stereo not given)
 : 6%, -28%, -55%, 45µM*, -16%, ?, -11%, 6%, 0%
Cc1ccc(S(=O)(=O)N(CCCN2CCCC2=O)Cc2cc3c(C)ccc(C)c3[nH]c2=O)cc1
 : 24%, -23%, 18%, -4%[0.501 µM], 4%, 10%, 6%, -1%, 0%

Some of the compounds tested (hit frequency here may not be typical).
